High-throughput results from PubChem.
ADAM17 inh = inhibitors of human ADAM17; recombinant ADAM17, EDANS/DABCYL FRET peptide cleavage; 0.83% of 370,000 active; AID 720648; inhibition, % at 6.95 µM; P78536;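 active means inhibition above the mean of compounds lying between control limits plus 3 SD, set per campaign, cut at about 8.5% in these data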;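 further: 0% = DMSO-only wells as the low control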
PLC-gamma1 inh = PLC-gamma1 (human) inhibition, primary screen; P19174; purified PLC-gamma1, fluorogenic substrate, fluorescence; inhibition, % at 12.2 µM; 0.84% of 370,000 active; in the data active means inhibition above about 9.5%
sPLA2-III inh = Blocks human group III sPLA2 activity. QFRET BODIPY PC-A2 liposome hydrolysis, fluorescence. inhibition, % at 12.2 µM. 0.56% of 370,000 active. AID 743126;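 active means inhibition above mean plus 3 SD of compounds lying within the high and low control bounds, cut at about 19% in these data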;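 further: 0% = median of test compound wells and 100% = no enzyme DMSO wells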
Target sequence (Q9NZ20 whole entry, looked up): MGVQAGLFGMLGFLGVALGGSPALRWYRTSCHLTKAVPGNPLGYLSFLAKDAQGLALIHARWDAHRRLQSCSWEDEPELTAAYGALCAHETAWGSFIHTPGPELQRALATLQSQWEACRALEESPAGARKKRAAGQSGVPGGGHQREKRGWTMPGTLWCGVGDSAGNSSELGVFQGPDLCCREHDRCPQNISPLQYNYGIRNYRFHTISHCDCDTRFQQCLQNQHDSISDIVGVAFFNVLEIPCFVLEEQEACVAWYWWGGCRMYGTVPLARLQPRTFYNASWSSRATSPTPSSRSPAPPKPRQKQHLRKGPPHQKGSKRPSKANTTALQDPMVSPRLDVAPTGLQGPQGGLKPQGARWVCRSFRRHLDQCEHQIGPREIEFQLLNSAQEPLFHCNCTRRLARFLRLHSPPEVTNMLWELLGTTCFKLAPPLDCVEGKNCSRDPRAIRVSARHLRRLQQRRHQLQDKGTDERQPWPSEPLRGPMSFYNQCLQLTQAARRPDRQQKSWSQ
ssDAF12 agonist = activators of S. stercoralis DAF-12 nuclear receptor; 1% of 370,000 active; activation, % at 6.8 µM; HEK293 ssDAF-12/GRIP1 lit1-tk-luc reporter, luminescence; % of 3 µM dafachronic acid response;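 active means activation above the mean over all tested compounds plus 3 SD, cut at about 0.9% in these data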;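 further: 0% = DMSO-only wells and 100% = 3 µM delta7-dafachronic acid wells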
hgDAF-12 ag = hgDAF-12 agonism, primary luciferase screen; HEK293 GAL4-hgDAF12 UAS-luciferase reporter, agonist luminescence; normalized to butyrate control; activation, % at 6.8 µM; 1.8% of 370,000 active;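 active means activation above a cutoff set at the mean of all screened compounds plus 3 SD, cut at about 10% in these data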;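 further: 0% = DMSO wells and 100% = sodium butyrate wells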
hcDAF12 agonist = activates DAF-12 receptor from parasite H. contortus | AID 652067 | 1.4% of 370,000 active | HEK293 hcDAF-12 lit1-tk-luc reporter, luminescence; 0% DMSO, 100% Δ7-dafachronic acid | activation, % at 6.8 µM;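 active means activation above the mean of all tested compounds plus 3 SD, cut at about 5.5% in these data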;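 further: 100% = response to 3 µM Δ7-dafachronic acid high control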
DAX1 inh-1 = inhibits human nuclear receptor DAX1. P51843. HEK293 Gal4-DAX1 luciferase reporter, luminescence. inhibition, % at 6.75 µM. 0.99% of 340,000 active. AID 504766;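 active means inhibition above the mean over all tested compounds plus 3 SD, cut at about 4.2% in these data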;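 further: 0% = DAX1-transfected cells with DMSO and 100% = empty-vector control cells with DMSO; inhibition shows as a rise in luminescence from relieved DAX1 repression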
GAA850 FXN act = frataxin GAA850 promoter activation; 0.56% of 360,000 active; activation, % at 6 µM; HEK293 lucGAA850 FXN promoter luciferase reporter, 24 h; percent of 10 µM SAHA response;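 active means activation above the average of all compounds screened plus 3 SD, cutoff fixed separately per campaign, cut at about 7.5% in these data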;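 further: 0% = DMSO wells and 100% = 10 µM SAHA wells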
PLC-beta3 inh = inhibitors of human phospholipase C beta3 | Q01970 | Purified PLC-beta3, fluorogenic substrate, fluorescence | inhibition, % at 12.2 µM | 0.18% of 370,000 active | AID 720704; in the data active means inhibition above about 11%;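 further: 0% = median of compound wells on plate and 100% = full blocker control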
DAX1 inh-2 = inhibitors of DAX1 repression of SF-1 activated StAR promoter. HEK293T StAR-luciferase reporter, SF-1/DAX-1 repression relief. inhibition, % at 6.8 µM. 1.1% of 370,000 active. AID 652010;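 active means inhibition above the mean over all tested compounds plus 3 SD, cut at about 3.6% in these data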;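 further: 0% = DAX-1 cells with DMSO and 100% = cells lacking DAX-1 with DMSO; higher inhibition means more luminescence from relief of DAX-1 repression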
ADAM10 inh = ADAM10 inhibition, QFRET primary screen; inhibition, % at 7 µM; recombinant ADAM10, EDANS/DABCYL FRET peptide cleavage, 3 h; AID 720582; 0.62% of 370,000 active;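 active means inhibition above a per-campaign cutoff equal to the mean of compounds falling between control-based bounds plus 3 SD, cut at about 20% in these data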;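 further: 0% = DMSO wells while the 100% control is not disclosed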
Target sequence (O14672 214-748 limits assumed): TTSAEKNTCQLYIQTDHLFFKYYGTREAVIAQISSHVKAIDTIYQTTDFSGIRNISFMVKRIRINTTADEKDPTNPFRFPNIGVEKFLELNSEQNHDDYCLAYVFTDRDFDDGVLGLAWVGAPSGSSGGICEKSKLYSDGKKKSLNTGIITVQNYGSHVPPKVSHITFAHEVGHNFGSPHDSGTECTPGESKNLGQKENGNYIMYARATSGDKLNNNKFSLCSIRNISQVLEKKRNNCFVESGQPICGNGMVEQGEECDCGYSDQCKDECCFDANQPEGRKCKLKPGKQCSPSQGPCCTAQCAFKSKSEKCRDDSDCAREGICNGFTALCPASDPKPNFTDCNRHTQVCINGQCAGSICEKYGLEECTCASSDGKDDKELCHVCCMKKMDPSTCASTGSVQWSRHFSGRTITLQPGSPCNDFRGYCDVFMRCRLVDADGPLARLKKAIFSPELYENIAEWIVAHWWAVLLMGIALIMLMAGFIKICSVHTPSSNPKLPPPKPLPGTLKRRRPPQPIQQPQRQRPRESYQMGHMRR
The depositor's hits bear a star; . = not tested or not shown.

SMILES	ADAM17 inh	PLC-gamma1 inh	sPLA2-III inh	ssDAF12 agonist	hgDAF-12 ag	hcDAF12 agonist	DAX1 inh-1	GAA850 FXN act	PLC-beta3 inh	DAX1 inh-2	ADAM10 inh
Cc1ccc(NC(=O)CNc2ccc(OC(C)C)cc2)c(C)c1	-0.1	-3.9	7.5	-1.6	1.3	-1.5	0.5	-1.4	-8.7	-0.8	2.7
CS(=O)(=O)N1CCN(C(=O)c2ccc3c(c2)OCCO3)CC1	1.4	3.5	3.6	-0.9	-0.1	-1.3	3.1	0.1	-2.7	0.6	1.2
CN(C)CCCNC(=O)c1ccccc1Oc1ccccc1	-2.3	-0.3	2.5	-2.1	-0.3	-1.4	0.6	-0.3	-5.0	0.6	-4.2
NC1=NC(=O)/C(=C/c2ccc(-c3ccc(S(N)(=O)=O)cc3)o2)S1	-5.2	-72.2	-3.4	-1.3	1.2	-1.3	2.7	-1.8	-116.2	0.1	-15.4
COc1ccccc1C(=O)NS(=O)(=O)c1ccc(C)cc1	-4.3	-0.1	7.3	-1.2	3.4	0.1	-0.6	-0.5	-4.2	-0.5	-2.8
CC1CCCC(NC(=O)COC(=O)c2ccc(Cl)nc2)C1C (configuration not stated)	-3.7	0.8	9.2	-1.4	-2.5	-0.3	1.1	1.1	-9.8	-2.2	-11.9
CCOc1cc(/C=C(\C#N)C(=O)NCc2cccnc2)ccc1O	-2.8	-6.3	7.1	-0.2	1.2	0.4	0.3	-1.5	-6.2	-0.5	-11.6
CCc1ccc(C(=O)/C=C/Nc2ccc(S(=O)(=O)Nc3onc(C)c3C)cc2)cc1	2.6	-11.1	-20.7	0.4	11.4*	1.9	0.2	3.7	-13.3	1.5	3.6
Cc1ccc(NC(=O)C2COc3ccccc3O2)cc1 (configuration not stated)	-2.1	0.4	-5.1	0.5	12.0*	6.6*	2.3	2.8	-2.3	1.8	-3.2
COCC(C)NC(C(=O)Nc1ccc(Cl)c([N+](=O)[O-])c1)c1ccccc1 (configuration not stated)	-0.3	-0.1	1.5	-0.7	-0.7	1.2	2.7	0.3	1.3	0.0	1.3
Cc1ccc(CN2CC(=O)N3[C@H]4c5ccccc5OC[C@@H]4[C@H](c4ccccc4)[C@]3(C)C2=O)cc1	5.9	7.1	-8.7	-0.9	-0.5	-1.0	-0.7	1.7	3.4	-0.2	5.5
Cn1ncc(Cl)c1C(=O)N/N=C/c1ccccn1	1.6	0.3	1.0	-0.8	-0.6	0.6	1.6	-0.6	-1.2	0.1	7.4
CCOc1ccc2nc(N(CCCN(C)C)C(=O)c3ccc(C(=O)c4ccccc4)cc3)sc2c1	0.9	5.4	-4.7	-1.1	-0.7	-2.2	2.1	-2.6	-4.0	-2.2	-1.8
Cc1ccc(CN2CCC(c3cc(-c4cccs4)n[nH]3)CC2)cc1	1.0	1.7	-25.9	-1.2	-3.5	-0.8	0.7	3.6	1.3	-0.7	1.6
Cc1ccc(C(=O)N2CCCC(N3CCN(c4cccc(C(F)(F)F)c4)CC3)C2)s1 (configuration not stated)	-1.5	0.3	3.3	-0.8	1.7	-1.3	-0.8	-0.4	-6.3	0.2	1.4
COc1cccc(C2(c3cccc(OC)c3)CC2C(=O)Nc2cccc3ccccc23)c1 (configuration not stated)	0.3	-0.6	-1.2	0.1	-1.1	0.8	2.3	-1.9	2.0	-0.4	-1.2
COc1cc2c(cc1OC)C(C)N(C(=O)c1ccc(Cl)c(S(=O)(=O)N3CCCCC3)c1)CC2 (configuration not stated)	-2.8	3.6	-7.7	-2.0	-2.9	-5.3	-0.8	-2.7	-6.3	-5.9	9.2
COc1ccc(C)cc1S(=O)(=O)Nc1cc2c3c(c1)CCN3C(=O)CC2	-4.7	-0.8	-1.0	-0.9	-1.0	-0.3	2.3	2.4	-7.4	1.8	-4.6
c1cnc2ccc(C(c3nnnn3C3CCCC3)N3CCN4CCCC4C3)cc2c1 (configuration not stated)	0.8	1.4	1.9	-0.6	-0.5	-0.6	-1.2	0.7	3.0	-0.7	-1.1
CCn1nnnc1NC(=O)c1ccc2ccccc2c1	-7.8	-0.8	2.9	-1.5	-1.5	-1.2	2.3	1.7	-5.4	0.5	-4.3
CCn1c(COc2ccccc2C)nnc1SCC(=O)O	-2.5	0.3	3.2	-1.6	0.4	-2.1	0.1	2.5	-0.1	0.5	-7.9
CC(=O)Nc1ccc(C(=O)NNC(=O)c2ccc(Cl)cc2)cc1	1.4	-0.3	-7.7	-0.9	-1.1	0.2	2.6	0.3	-5.1	-0.2	4.1
Cc1ccccc1CC1S/C(=N/N=C/c2ccco2)NC1=O (configuration not stated)	-4.1	2.1	-7.3	-0.4	2.0	-0.9	.	.	-5.7	-0.1	-4.3
CS(=O)(=O)N1CCN(C(=O)CCC2CCCC2)CC1	1.0	0.7	2.0	-1.2	1.2	-0.4	0.1	0.7	1.4	0.1	1.8
COc1ccc(Nc2nc(Cl)nc(NCc3ccco3)n2)c(OC)c1	0.3	0.1	-6.3	-1.6	0.7	-2.7	-0.3	-1.8	-0.1	-0.9	2.4

Only ADAM17 inh, PLC-beta3 inh and sPLA2-III inh, for some of the entries so far:
Molecule	ADAM17 inh	PLC-beta3 inh	sPLA2-III inh
NC1=NC(=O)/C(=C/c2ccc(-c3ccc(S(N)(=O)=O)cc3)o2)S1	-5.2	-116.2	-3.4
COc1ccccc1C(=O)NS(=O)(=O)c1ccc(C)cc1	-4.3	-4.2	7.3

Additional entries follow:
SMILES	ADAM17 inh	PLC-gamma1 inh	sPLA2-III inh	ssDAF12 agonist	hgDAF-12 ag	hcDAF12 agonist	DAX1 inh-1	GAA850 FXN act	PLC-beta3 inh	DAX1 inh-2	ADAM10 inh
CC(C)CC(=O)C1=C(O)C(=O)N(Cc2ccccc2)C1c1ccccc1 (configuration not stated)	-1.9	0.3	10.4	-1.1	0.8	0.3	-0.5	0.2	-4.9	0.4	1.7
Cc1cc2oc(C(=O)NCc3ccc4c(c3)OCO4)c(C)c2cc1C	-1.0	-0.6	-7.0	-1.2	1.8	-1.2	0.1	1.5	-2.1	0.3	-1.1
COc1ccc(C)cc1NC(=O)C(=O)NCc1ccncc1	-2.7	0.1	1.7	-1.1	-0.1	-0.5	1.0	-2.1	2.0	-0.5	-7.2
CC1(C)C(=O)Nc2ccccc2N1C(=O)COc1ccccc1C#N	-5.0	0.2	3.6	-1.0	0.4	0.1	1.8	-0.6	-2.6	-1.1	-10.1
CCCN1CCN(CCCNC(=S)Nc2ccc(F)cc2)CC1	-4.3	-2.2	11.1	-0.7	0.5	-1.4	1.2	0.3	4.6	0.1	-5.8
Cc1cc(C)cc(NC(=S)N(Cc2ccc(Br)cc2)Cc2ccc(C(=O)O)cc2)c1	-0.7	-0.3	-20.8	-1.0	-1.2	0.8	3.9	-1.1	-2.5	-0.4	0.6
O=C(NCc1cc(F)cc(C(F)(F)F)c1)C1CCC(=O)N(C2CCCC2)C1 (configuration not stated)	-3.3	1.5	-4.9	-1.4	-1.2	-0.2	0.3	2.2	-6.2	-0.3	-10.2
COc1ccc(CCNC(=O)C(C)Sc2ccccc2)cc1OC (configuration not stated)	-6.1	1.5	5.8	-1.5	-1.3	1.4	-0.5	0.2	-2.8	0.6	-9.2
CCOC(=O)c1cc(C)n(CCc2ccccc2)c1C	-2.5	-0.1	-2.0	-1.4	1.6	-0.9	1.0	4.9	3.4	0.4	7.1
CCn1c(SCC(=O)NNC(=O)c2ccc(C)cc2)nnc1C1CC1	-3.0	-0.1	8.1	-0.6	0.0	0.2	0.5	-2.8	-2.5	0.2	-12.4
COc1ccccc1-c1cc(C(=O)N/N=C/c2ccoc2)c2ccccc2n1	-2.0	-27.7	0.3	-0.7	-1.6	-0.5	-0.1	-1.1	-48.6	0.4	-3.2
Cc1ccccc1OCC(O)CN1CCCCC1 (configuration not stated)	-2.7	2.0	10.3	-0.9	-1.4	1.0	0.0	0.4	-4.8	0.2	-7.8
CCN(CC)CC(O)c1cccn1-c1ccc(CNC(=O)NC(C)C)cc1 (configuration not stated)	-3.2	0.2	7.2	-1.7	-1.6	-0.2	0.5	-0.5	-4.0	0.1	-3.0
Cc1ccc(CNC(=O)c2ccc(N3CCC4(CC3)CC(c3cccc(Br)c3)=NO4)c(N)c2)cc1	-9.5	-5.3	-2.5	-0.7	-1.1	-1.2	-2.0	0.2	-10.3	-1.3	-22.4
CC(=O)c1cnc(Nc2nc(C)c3cc(C)c(C)cc3n2)nc1C	-1.1	-5.8	1.6	-1.4	0.4	-1.1	3.0	1.9	-4.9	-0.4	-9.9
Cc1ccc(C(=O)OCC(=O)Nc2cccc(S(=O)(=O)N3CCOCC3)c2)o1	-6.6	-3.7	7.2	-1.9	3.1	0.7	-0.3	0.4	-8.3	0.4	-10.7
O=C(NC1CCCCC1)N1CCN(C(c2ccccc2)c2ccccc2)CC1	-4.4	-1.4	-1.2	-1.5	-0.4	-1.4	0.5	0.4	1.4	0.5	1.2
O=C(COc1ccccc1)NCC(=O)Nc1ccncc1	-12.6	6.5	5.4	-0.7	10.7*	1.0	-1.0	2.4	-5.6	0.0	-2.5
Cc1ccc(C(=O)NCC(=O)N(C)CC(=O)Nc2c(Cl)cccc2Cl)s1	-4.8	1.6	2.4	-0.2	0.1	2.0	-0.9	1.8	-5.8	1.7	1.9
COc1ccc(S(=O)(=O)N2CCN(CC(=O)NCC3(N4CCOCC4)CCCCC3)CC2)cc1	-0.4	0.9	-4.5	-1.5	1.0	1.3	0.4	-0.7	-4.4	1.0	-14.0
O=c1[nH]oc2cc(Cl)ccc12	-5.4	-2.3	12.8	-1.4	-1.6	-0.7	-1.4	-1.1	-4.8	0.0	-9.9
COc1cccc(-c2csc(NC(=O)Nc3ccccc3)n2)c1	5.1	11.9*	-32.5	-1.7	-4.1	-4.5	0.0	-0.9	-6.7	-1.2	25.1*
O=C(Nc1cccc(Br)c1)OC1CC2CC1[C@H]1CCCCN1[C@H]2Cc1ccccc1 (some centres not stated)	1.2	-0.4	-3.2	0.1	-2.6	1.9	.	.	-2.3	-0.2	1.9
Cc1ccc(C)c(S(=O)(=O)NCCOc2nc(NC(C)C)nc(NC(C)C)n2)c1	-3.1	-0.1	-14.7	-1.6	-0.9	-2.1	-1.7	1.5	2.0	-1.4	5.0
COc1ccc2nc(NC(=O)/C=C/c3ccc4c(c3)OCO4)sc2c1	-3.9	-3.5	15.3	-1.3	2.3	-0.3	.	.	-4.0	0.2	-6.8
Cc1ccc(SCC(=O)N(C)C2CCS(=O)(=O)C2)c(C)c1 (configuration not stated)	-1.0	5.9	13.7	-1.2	-1.1	-1.3	0.0	0.2	-5.5	-0.3	-6.2
COc1ccc(-c2nnc3n2CCCCC3)cc1OC	-2.4	-1.3	2.2	-0.6	0.5	-0.3	-1.2	3.1	-1.8	0.1	-3.8
COc1cccc2cc(C(=O)N3CCN(c4ccccn4)CC3)c(=O)oc12	-5.9	-7.4	9.5	-1.5	2.5	-1.7	0.3	0.6	-10.7	-0.3	-4.1
COc1ccc(N2CCN(S(=O)(=O)c3ccc(OC)c(C(=O)N4CCOCC4)c3)CC2)cc1	2.6	1.8	0.9	-1.2	0.8	-1.0	-0.9	-0.7	-7.1	0.1	6.6

No enrichment for hits, and some 6.9% of all compounds hit somewhere here.
